Screens from PubChem BioAssay.
OX1R antag-1 = OX1R (HCRTR1) antagonists, primary screen, fluorescence, CHO/OX1R cells, Fluo-8 calcium, orexin A. Orexin/Hypocretin receptor type 1 (Homo sapiens), O43613. Fluo-8 calcium fluorescence. inhibition, % at 5 µM. actives 0.43% (n = 330,000). AID 434989, 2010;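 active means inhibition above its plate's threshold, mean inhibition of all tested compounds on the plate plus 3 SD, cut at about 37% in these data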;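 further: 0% = orexin A challenge wells and 100% = SB-334867-A antagonist wells; not every result past the cut was called active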
Target sequence (O43613 whole entry, looked up): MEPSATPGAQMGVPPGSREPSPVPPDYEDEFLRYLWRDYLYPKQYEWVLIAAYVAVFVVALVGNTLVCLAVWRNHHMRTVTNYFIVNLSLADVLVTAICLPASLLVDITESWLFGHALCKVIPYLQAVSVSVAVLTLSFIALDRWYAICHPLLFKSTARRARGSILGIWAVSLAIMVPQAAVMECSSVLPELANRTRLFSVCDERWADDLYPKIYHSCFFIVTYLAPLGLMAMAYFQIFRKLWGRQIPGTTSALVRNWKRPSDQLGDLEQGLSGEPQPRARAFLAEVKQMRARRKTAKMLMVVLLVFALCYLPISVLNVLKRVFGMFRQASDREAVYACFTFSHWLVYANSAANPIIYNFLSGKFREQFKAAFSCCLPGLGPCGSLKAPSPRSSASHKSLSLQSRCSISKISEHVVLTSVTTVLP
CHT PAM = CHT positive allosteric modulators, primary screen, cell-based, membrane potential dye, choline EC20 | CHT-expressing cells; active compounds read high; LV-AA mutant CHT in HEK293 cells | B-score at 10 µM | actives 0.49% (n = 310,000) | AID 488977, 2010 | High affinity choline transporter 1 (Homo sapiens), Q9GZV3;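 active means initial fluorescence not abnormally high and integrated response B-score, plate-corrected, over 3 SD above library mean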
Target sequence (Q9GZV3 whole entry, looked up): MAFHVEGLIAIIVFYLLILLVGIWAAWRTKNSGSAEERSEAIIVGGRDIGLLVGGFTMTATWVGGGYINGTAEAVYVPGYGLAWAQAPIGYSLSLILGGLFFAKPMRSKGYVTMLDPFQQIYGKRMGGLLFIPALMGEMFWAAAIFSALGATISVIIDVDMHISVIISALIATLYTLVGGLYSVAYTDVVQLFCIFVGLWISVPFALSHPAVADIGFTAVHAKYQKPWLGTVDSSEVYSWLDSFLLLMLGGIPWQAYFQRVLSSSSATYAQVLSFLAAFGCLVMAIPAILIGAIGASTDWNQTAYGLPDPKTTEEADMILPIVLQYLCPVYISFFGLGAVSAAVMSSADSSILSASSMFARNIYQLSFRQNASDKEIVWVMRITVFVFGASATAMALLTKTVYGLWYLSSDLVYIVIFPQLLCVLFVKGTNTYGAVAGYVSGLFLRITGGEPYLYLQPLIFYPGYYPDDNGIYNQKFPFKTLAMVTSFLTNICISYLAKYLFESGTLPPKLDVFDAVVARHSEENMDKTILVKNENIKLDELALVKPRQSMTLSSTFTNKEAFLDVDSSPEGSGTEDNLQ
OX1R antag-2 = antagonists of human orexin 1 receptor (OX1R). actives 1.8% (n = 330,000). AID 485270, 2010. Orexin/Hypocretin receptor type 1 (Homo sapiens), O43613. inhibition, % at 6.6 µM. OX1R-expressing cells, FRET antagonist read-out; in the data active means inhibition mostly above about 38%, no sharp cut-off; inactive means mostly below about 40%;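 further: 0% = agonist challenge alone and 100% = reference antagonist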
Numbers without * were called inactive.

Results for CCCC(C(=O)NCCC(C)C)N(Cc1ccccc1Cl)C(=O)c1snc(C(N)=O)c1N (stereo unspecified) ?
OX1R antag-1: -41; CHT PAM: inactive; OX1R antag-2: 34

Results for CCC(Oc1ccccc1)C(=O)N1CCN(S(=O)(=O)c2ccccc2)CC1 (stereo unspecified) ?
OX1R antag-1: -20; OX1R antag-2: 8

How did O=C(CCn1c(=O)sc2ccccc21)NCc1cccs1 do in these assays?
OX1R antag-1: -6; CHT PAM: inactive; OX1R antag-2: 10

What do the screens show for `COC(=O)C1=C(Nc2ccccc2NC(=O)CCCC(=O)O)CSC1`?
OX1R antag-1: -6; CHT PAM: inactive; OX1R antag-2: 14

What do the screens show for `CCOC(=O)c1c(C)nc2sc3c(=O)[nH]cnc3c2c1-c1ccc(OC)cc1`?
OX1R antag-1: 2; CHT PAM: inactive; OX1R antag-2: -4

How did CCc1c(C)nc(SC)n(CC#N)c1=O do in these assays?
OX1R antag-1: -21; CHT PAM: inactive; OX1R antag-2: 8

Results for O=C(Cc1coc2cc3c(cc12)CCC3)OCc1cc(=O)n2c(n1)sc1ccccc12 ?
OX1R antag-1: -4; CHT PAM: inactive; OX1R antag-2: 3

What do the screens show for `COc1ccc(-c2cc(-n3c(C(F)(F)F)nc4ccccc43)n(CCC#N)n2)cc1`?
OX1R antag-1: -22; CHT PAM: inactive; OX1R antag-2: 12

How did CCOc1ccc(Cc2onc3c2C(=O)CC(C)(C)C3)cc1OCC do in these assays?
OX1R antag-1: -18; CHT PAM: inactive; OX1R antag-2: 32

Results for Cc1nc(N2CCC(C)CC2)c2c(C)c(C(=O)Nc3ccc(C)c(F)c3)sc2n1 ?
OX1R antag-1: -19; CHT PAM: inactive; OX1R antag-2: 10

Results for CCOC(=O)c1c(C)[nH]c(C2=NNC(=Nc3ccccc3OC)SC2)c1C ?
OX1R antag-1: -22; CHT PAM: inactive; OX1R antag-2: 2

Results for CO[C@H]1C=CO[C@@]2(C)Oc3c(C)c(O)c4c(O)c(c5c(c4c3C2=O)NC2(CCN(CC(C)C)CC2)N=5)=NC(=O)C(C)=CC=C[C@H](C)[C@H](O)[C@@H](C)[C@@H](O)[C@@H](C)[C@H](OC(C)=O)[C@@H]1C ?
OX1R antag-1: -22; CHT PAM: inactive; OX1R antag-2: 41

Results for COc1ccc(NC(=O)NCc2ccc3c(c2)OCO3)cc1OC ?
OX1R antag-1: -12; CHT PAM: inactive; OX1R antag-2: 14

How did CCCc1cc(=O)[nH]c(SCc2ccc(C#N)cc2)n1 do in these assays?
OX1R antag-1: -30; CHT PAM: inactive; OX1R antag-2: 13

How did Cn1c(NC(=O)Cc2ccc(F)cc2)cc(=O)n(C)c1=O do in these assays?
OX1R antag-1: -7; CHT PAM: inactive; OX1R antag-2: 13

What do the screens show for `COc1ccc(-c2cc(C(=O)NCCCn3ccnc3)no2)cc1`?
OX1R antag-1: -15; CHT PAM: inactive; OX1R antag-2: 10

How did CCS(=O)(=O)Nc1cc(C(=O)O)ccc1C do in these assays?
OX1R antag-1: -8; CHT PAM: inactive; OX1R antag-2: 18

Results for CC(=O)NC(CC(=O)OCC(=O)c1ccc(NC(=O)CC(C)C)cc1)c1ccccc1 (stereo unspecified) ?
OX1R antag-1: -19; OX1R antag-2: 9

What do the screens show for `O=C(O)CC1NCCc2ccccc21` (stereo unspecified)?
OX1R antag-1: -18; CHT PAM: inactive; OX1R antag-2: 8

Results for COCCn1c(SCC(=O)N2CCCc3ccccc32)nnc1-c1ccco1 ?
OX1R antag-1: -11; CHT PAM: inactive; OX1R antag-2: 18

Molecules above containing an aryl thioether with sulfur outside any ring, in the order listed:
How did CCc1c(C)nc(SC)n(CC#N)c1=O do in these assays?
OX1R antag-1: -21; CHT PAM: inactive; OX1R antag-2: 8

How did CCCc1cc(=O)[nH]c(SCc2ccc(C#N)cc2)n1 do in these assays?
OX1R antag-1: -30; CHT PAM: inactive; OX1R antag-2: 13

Results for COCCn1c(SCC(=O)N2CCCc3ccccc32)nnc1-c1ccco1 ?
OX1R antag-1: -11; CHT PAM: inactive; OX1R antag-2: 18

Continued.
What do the screens show for `O=C(COc1ccc2ccc(=O)oc2c1)NCCCN1CCCC1=O`?
OX1R antag-1: 1; CHT PAM: inactive; OX1R antag-2: 11

What do the screens show for `CCCCn1c(SCC(=O)N2CCOCC2)nnc1-c1cccs1`?
OX1R antag-1: -8; CHT PAM: inactive; OX1R antag-2: 10

How did O=c1[nH]c(SCc2cccc(F)c2)nc2c1CCCC2 do in these assays?
OX1R antag-1: -18; CHT PAM: inactive; OX1R antag-2: 9

How did O=C(CCN1C(=O)/C(=C\c2cccs2)SC1=S)Nc1nccs1 do in these assays?
OX1R antag-1: -17; CHT PAM: inactive; OX1R antag-2: 17

What do the screens show for `C[C@@]12C(=O)N(Cc3ccco3)CC(=O)N1[C@H]1c3ccccc3OC[C@@H]1[C@@H]2c1ccccc1`?
OX1R antag-1: -7; OX1R antag-2: 18

Results for CCOC(=O)N1CCC(N2C(=O)c3ccccc3C2Nc2ccc(S(=O)(=O)N(CC)CC)cc2)CC1 (stereo unspecified) ?
OX1R antag-1: -21; CHT PAM: inactive; OX1R antag-2: 18

What do the screens show for `CC1(C)CN(c2cccc(-c3ccnc4ncnn34)c2)C1=O`?
OX1R antag-1: -34; CHT PAM: inactive; OX1R antag-2: 21

How did Cc1ccsc1C(=O)OCC(=O)NCCC1=CCCCC1 do in these assays?
OX1R antag-1: -19; CHT PAM: inactive; OX1R antag-2: 17

How did Cc1ccc2cc(C#N)c(NCCNC(=O)C3CCC3)nc2c1C do in these assays?
OX1R antag-1: -25; CHT PAM: inactive; OX1R antag-2: 28

How did COCCCn1c(=O)/c(=C\c2ccccc2OC(F)F)s/c1=C(/C#N)C(=O)N1CCOCC1 do in these assays?
OX1R antag-1: -34; CHT PAM: inactive; OX1R antag-2: 17

4 entries from above, arranged by SMILES length, largest number first.
Results for CCOC(=O)N1CCC(N2C(=O)c3ccccc3C2Nc2ccc(S(=O)(=O)N(CC)CC)cc2)CC1 (stereo unspecified) ?
OX1R antag-1: -21; CHT PAM: inactive; OX1R antag-2: 18

How did O=C(CCN1C(=O)/C(=C\c2cccs2)SC1=S)Nc1nccs1 do in these assays?
OX1R antag-1: -17; CHT PAM: inactive; OX1R antag-2: 17

What do the screens show for `CC1(C)CN(c2cccc(-c3ccnc4ncnn34)c2)C1=O`?
OX1R antag-1: -34; CHT PAM: inactive; OX1R antag-2: 21

What do the screens show for `CCCCn1c(SCC(=O)N2CCOCC2)nnc1-c1cccs1`?
OX1R antag-1: -8; CHT PAM: inactive; OX1R antag-2: 10

Other results
What do the screens show for `O=C(c1cccs1)C1CCCN(Cc2nc(Cc3ccccc3F)no2)C1` (stereo unspecified)?
OX1R antag-1: -13; CHT PAM: inactive; OX1R antag-2: 23

Results for C=CC[C@H](CC(=O)N(CCO)Cc1ccccc1)C(=O)N[C@@H](COC(=O)[C@H](CC=C)CC(=O)OC(C)(C)C)Cc1c[nH]c2ccccc12 ?
OX1R antag-1: -1; OX1R antag-2: -1

How did CCN(CC)C(=O)CNc1ccc(C(F)(F)F)cc1[N+](=O)[O-] do in these assays?
OX1R antag-1: -15; CHT PAM: inactive; OX1R antag-2: 3

How did O=S(=O)(c1ccccc1)c1cnn2c(C(F)(F)F)cc(-c3ccccc3)nc12 do in these assays?
OX1R antag-1: -10; CHT PAM: inactive; OX1R antag-2: 18

Results for Cc1cc(C(=O)Nc2ccon2)ccc1[N+](=O)[O-] ?
OX1R antag-1: -10; CHT PAM: inactive; OX1R antag-2: 20

What do the screens show for `CCC(C(=O)NCCN1CCOCC1)n1nc(C)n2c(cc3sccc32)c1=O` (stereo unspecified)?
OX1R antag-1: -44; CHT PAM: inactive; OX1R antag-2: 0

How did CCOc1ccccc1NC(=O)C(OC(=O)c1ccccc1NS(=O)(=O)c1cccs1)c1ccccc1 (stereo unspecified) do in these assays?
OX1R antag-1: -5; CHT PAM: inactive; OX1R antag-2: 16

What do the screens show for `CNC(=O)CSc1nc2ccccc2c(=O)n1CCc1ccccc1`?
OX1R antag-1: -25; CHT PAM: inactive; OX1R antag-2: 9

Results for CC(C)CNC(=S)NC1CC2CCCC(C1)N2C1CCCCC1 (stereo unspecified) ?
OX1R antag-1: -21; CHT PAM: inactive; OX1R antag-2: 11

How did Cc1ccc(S(=O)(=O)N2CCOCC2)cc1C(=O)OCC(=O)NCc1ccc2c(c1)OCO2 do in these assays?
OX1R antag-1: -2; OX1R antag-2: 3

What do the screens show for `O=C(COc1nc2ccccc2nc1N1CCOCC1)Nc1cccc(S(=O)(=O)N2CCCCC2)c1`?
OX1R antag-1: 1; CHT PAM: inactive; OX1R antag-2: 22

How did COc1ccc(NC(=O)c2cn(C)c(=O)c3cc(OC)c(OC)cc23)c(OC)c1 do in these assays?
OX1R antag-1: -15; CHT PAM: inactive; OX1R antag-2: -1

What do the screens show for `Oc1ccc(Cl)cc1CNc1cnc2ccccc2c1`?
OX1R antag-1: -3; CHT PAM: inactive; OX1R antag-2: 7

What do the screens show for `CSc1ccccc1C(=O)N1CCN(c2ncccn2)CC1`?
OX1R antag-1: -7; CHT PAM: inactive; OX1R antag-2: 20

Results for COc1cc(CN2CCN(Cc3ccc(C(F)(F)F)cc3)CC2)cc(OC)c1OC ?
OX1R antag-1: -30; CHT PAM: inactive; OX1R antag-2: -3

Results for CC(C)(CN1CCCCC1)NS(=O)(=O)c1ccc(Cl)cc1 ?
OX1R antag-1: -14; CHT PAM: inactive; OX1R antag-2: 17

Results for Cc1noc(C)c1CC(=O)N1CCCC(C(=O)c2ccc(C(C)(C)C)cc2)C1 (stereo unspecified) ?
OX1R antag-1: -18; CHT PAM: inactive; OX1R antag-2: 15

Results for FC(F)(F)c1ccc(/C=N/NC(=S)NC2CCCCC2)cc1 ?
OX1R antag-1: -5; CHT PAM: inactive; OX1R antag-2: 1

How did CC(=O)Nc1ccc(S(=O)(=O)Nc2ccc(Nc3ccccc3)cc2)cc1 do in these assays?
OX1R antag-1: -3; CHT PAM: inactive; OX1R antag-2: 11

How did Cc1ccc(Cl)cc1N(CC(=O)Nc1cccc(N(C)S(C)(=O)=O)c1)S(C)(=O)=O do in these assays?
OX1R antag-1: -12; CHT PAM: inactive; OX1R antag-2: 24

What do the screens show for `CCc1nnc(SCC(=O)N2CCCC(N3CCN(c4ccccc4C)CC3)C2)o1` (stereo unspecified)?
OX1R antag-1: -20; CHT PAM: inactive; OX1R antag-2: 14

Results for COc1ccc2c(c1)C=C(CN1CCC(CO)(CCc3ccccc3)CC1)CO2 ?
OX1R antag-1: -27; CHT PAM: inactive; OX1R antag-2: 8

Results for CCC(C)NC(=O)CSc1ccc(Cl)cc1 (stereo unspecified) ?
OX1R antag-1: -1; CHT PAM: inactive; OX1R antag-2: 17

How did O=C(NCCCc1ccccc1)[C@@H]1Cc2ccccc2CN1 do in these assays?
OX1R antag-1: -20; CHT PAM: inactive; OX1R antag-2: -14

Results for Nc1ccc(C(=O)OCc2nc3c(ccc4ccccc43)[nH]2)cc1 ?
OX1R antag-1: -20; CHT PAM: inactive; OX1R antag-2: 40

Results for O=C(Nc1nnc(-c2ccccc2F)s1)c1ccccc1F ?
OX1R antag-1: -4; CHT PAM: inactive; OX1R antag-2: 10

What do the screens show for `COc1cc(CN2CCCC(C(=O)Nc3ccccc3Oc3cccnc3)C2)ccc1F` (stereo unspecified)?
OX1R antag-1: -26; CHT PAM: inactive; OX1R antag-2: 16

How did Cc1csc(NC(=O)CSc2ccc3nnc(-c4ccncc4)n3n2)n1 do in these assays?
OX1R antag-1: -7; CHT PAM: inactive; OX1R antag-2: 18

Results for CCOC(=O)CC(NS(=O)(=O)Cc1ccccc1)c1ccc(C)cc1 (stereo unspecified) ?
OX1R antag-1: -25; CHT PAM: inactive; OX1R antag-2: 13

What do the screens show for `COC(=O)Nc1ccc(S(=O)(=O)N2CCCc3cccc(O)c32)cc1`?
OX1R antag-1: -17; CHT PAM: inactive; OX1R antag-2: 27

Results for COC(=O)c1c(C)cc(C)c2c1CC(C)(C)C2=O ?
OX1R antag-1: -13; CHT PAM: inactive; OX1R antag-2: 14

How did Cn1c(CSCc2ccc(Cl)c(Cl)c2)n[nH]c1=S do in these assays?
OX1R antag-1: -1; CHT PAM: inactive; OX1R antag-2: 14

Results for COc1nc(C)nc(C)c1Oc1ccc(Cl)cc1Cl ?
OX1R antag-1: -18; CHT PAM: inactive; OX1R antag-2: 12

How did CCOC(=O)Cn1c(=NC(=O)CSC(C)=O)sc2ccccc21 do in these assays?
OX1R antag-1: -24; CHT PAM: inactive; OX1R antag-2: 1

Results for COc1ccc(CCN(Cc2ccc(C(C)C)cc2)S(=O)(=O)c2ccc(S(=O)(=O)N(C)C)cc2)cc1OC ?
OX1R antag-1: -12; CHT PAM: inactive; OX1R antag-2: 4

What do the screens show for `C=CCN1C(=O)c2ccc(C(=O)N(C)CC(=O)Nc3ccccc3C(F)(F)F)cc2C1=O`?
OX1R antag-1: -29; CHT PAM: inactive; OX1R antag-2: 1

How did Cc1nn(CCC(=O)NCCc2ccccc2Cl)c(=O)c2nn(-c3ccccc3)c(C)c12 do in these assays?
OX1R antag-1: -35; CHT PAM: inactive; OX1R antag-2: 10

What do the screens show for `O=C(CN(C(=O)CNS(=O)(=O)c1ccccc1)c1ccc2c(c1)OCCO2)NC1CCCCC1`?
OX1R antag-1: -35; CHT PAM: inactive; OX1R antag-2: 23

What do the screens show for `CN1CCC(NC(=O)c2ccncc2)CC1`?
OX1R antag-1: -4; CHT PAM: inactive; OX1R antag-2: 6
